RSV antiviral HEp-2 = inhibition of RSV-induced cytopathic effect – HEp-2 cells, primary 10 µM value included (AID 2391); HEp-2 cells, RSV-induced CPE inhibition; higher % means a stronger effect; CPE inhibition, % at 10 µM, or IC50 in µM where a hit was titrated; 0.13% of 310,000 active; in the data active = a potency from the dose series; inconclusive = CPE inhibition mostly from about 23% at the one dose, without a potency; inactive = the rest, 99 in 100 with CPE inhibition below about 21%; note: strong numbers were not always called active
NTR1 agonist = agonists of NTR1, primary screen, imaging, U2OS cells, beta-arrestin-GFP, high content (AID 493036); NTR1-U2OS beta-arrestin-GFP spot imaging, agonist mode; activation, % at 20 µM; 0.17% of 330,000 active;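 active = activation at or above 40% of the spot to cytoplasm intensity ratio, with at least 20 cells analyzed; inconclusive = wells under 20 cells, flagged as cytotoxic or low count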;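 note: 0% = DMSO without peptide and 100% = 100 nM NTR1 peptide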
Target sequence (P30989 whole entry, looked up): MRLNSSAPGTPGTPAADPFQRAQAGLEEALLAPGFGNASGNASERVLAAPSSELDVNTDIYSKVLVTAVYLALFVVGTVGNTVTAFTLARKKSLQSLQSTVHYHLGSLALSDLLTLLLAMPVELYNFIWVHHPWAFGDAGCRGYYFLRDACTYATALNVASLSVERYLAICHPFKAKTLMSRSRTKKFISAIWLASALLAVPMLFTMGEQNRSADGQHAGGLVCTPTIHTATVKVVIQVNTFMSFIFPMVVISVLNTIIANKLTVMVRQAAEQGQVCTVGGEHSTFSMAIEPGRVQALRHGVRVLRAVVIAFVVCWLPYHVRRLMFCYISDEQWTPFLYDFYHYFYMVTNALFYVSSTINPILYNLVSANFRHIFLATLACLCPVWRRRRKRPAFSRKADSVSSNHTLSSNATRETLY
SV40 large T antigen = SV40 large T antigen inhibitors, biochemical (AID 1903); 0.39% of 310,000 active; inhibition, % at 20 µM; hits with a dose series show IC50 in µM; SV40 large T antigen ATPase/helicase inhibition assay; higher % means a stronger effect; in the data active = a potency from the dose series; inconclusive = inhibition mostly from about 32% at the one dose, without a potency; inactive = the rest, 99 in 100 with inhibition below about 32%; note: strong numbers were not always called active
UTI89 phage lysis = inhibition of K1F phage lysis, E. coli UTI89, bacterial capsule biogenesis inhibitors, alamar blue (AID 488966); E. coli UTI89 K1F phage lysis, alamar blue, 2 h; higher % means a stronger effect; one-dose inhibition, % at 100 µM; IC50 in µM for titrated hits; 0.02% of 340,000 active;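 active = phage lysis inhibition, versus mean bacterial control, above a set limit; inconclusive = no clear call, values can overlap the other calls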;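 note: capsule biogenesis inhibitors block K1F phage lysis so surviving cells raise fluorescence; higher fluorescence means more inhibition of phage lysis; actives were called in the ten point dose series up to 300 µM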
Rac1 GTP hydrolysis = MgcRacGAP GTPase-activating activity inhibitors, confirmation, biochemical, ADP Hunter fluorescence | AID 624330 | inhibition, % at 30 µM; hits with a dose series show IC50 in µM | 0.6% of 340,000 active | MgcRacGAP-stimulated Rac1 GTP hydrolysis, ADP Hunter fluorescence; higher % means a stronger effect; GST-tagged Rac1 F28L mutant substrate;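 active = first-screen hits whose inhibition reached a set limit at any dose in the follow-up dose series; inconclusive = inhibition above the set first-screen limit but never retested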;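 note: fluorescence reports GDP produced by GAP-driven GTP hydrolysis; strong numbers were not always called active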
West Nile virus CPE = West Nile virus antiviral activity, cell-based, CPE readout (AID 1621); 0.02% of 290,000 active; West Nile virus-infected cells, CPE inhibition; higher % means a stronger effect; CPE inhibition, % at 10 µM, or IC50 in µM where a hit was titrated; in the data active = a potency from the dose series; inconclusive = CPE inhibition mostly from about 3.7% at the one dose, without a potency; inactive = the rest, 99 in 100 with CPE inhibition below about 2.2%; note: strong numbers were not always called active
PhoP inhibition = PhoP-dependent GFP reporter repression – Salmonella Typhimurium, primary screen (AID 1863); S. Typhimurium PhoP-regulated promoter GFP reporter, 4 h; higher % means a stronger effect; inhibition, % at 50 µM, or IC50 in µM where a hit was titrated; 0.16% of 300,000 active;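 active = inhibition over 29.93%, a cutoff 3 SD above the screen mean, later confirmed by dose response; inconclusive = inhibition over 29.93% but no dose response follow-up; inactive = inhibition at most 29.93% or unconfirmed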;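 note: 0% = low Mg2+ inducing control and 100% = high Mg2+ repressing control; strong numbers were not always called active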
T cell HTS = T cell immune modulation candidate | calls only at 7 µM | 2C CD8+ T cell-vesicle binding, flow cytometry; active compounds read low | 0.068% of 330,000 active;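 active = response, share of CD8 T cells binding vesicles, and their 90th percentile fluorescence all below set limits, cut at about 80% in these data, passing the limit was not always enough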
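Benchmarks: naked versus QL9-loaded vesicles / Assay system: purified 2C TCR transgenic mouse naive CD8+ T cells / Technique: high-throughput flow cytometry with anti-B7-1 and anti-CD8 staining / Timing: Cell–vesicle co-incubation 1.5 h at 37 °C, staining 20 min on ice / Read-out: percent CD8+ FL2 mean versus row control / Probe or stimulus: QL9-loaded Drosophila micro-vesicles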
Dengue-2 NS5 capping = flavivirus cap methylation enzyme inhibition – biochemical, confirmation dose response, primary screen (AID 588689) | Dengue-2 NS5 methyltransferase capping enzyme assay, biochemical; higher % means a stronger effect | inhibition, % at 25 µM; hits with a dose series show IC50 in µM | 0.3% of 340,000 active; in the data active = a potency from the dose series; inconclusive = inhibition above about 29% without an active follow-up result
T cell HTS vesicle-bound % = second read-out of T cell HTS, no call of its own (marks repeat the call); double positive events, %; measured here: CD8+ vesicle-bound cell fraction;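 binding gate set so that unloaded-vesicle control wells show 10% double positive cells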
NTR1 agonist cell count 20 µM = also measured in NTR1 agonist; calls as there; cell count; measured here: cell count, cytotoxicity flag
Dengue-2 NS5 capping pilot replicate = recorded beside Dengue-2 NS5 capping, whose call it bears; inhibition, %; measured here: pilot screen replicate inhibition
Active calls of the source: *; i = inactive; ? = inconclusive; / = not tested or not shown; [ ] = remark or other dose. Rows were taken by chance; about 1.5% have a hit in one of these screens.

SMILES	RSV antiviral HEp-2	NTR1 agonist	NTR1 agonist cell count 20 µM	SV40 large T antigen	UTI89 phage lysis	Rac1 GTP hydrolysis	West Nile virus CPE	PhoP inhibition	T cell HTS	T cell HTS vesicle-bound %	Dengue-2 NS5 capping	others
COc1c(Cl)cc(Cl)cc1C(=O)Nc1ccc(CN2CCCCC2)cc1	-2.7%	-0.2	44	4%	2.3%	3%	-1.3%	-7%	i	60	1%
COC(=O)C(C)Sc1nc2c([nH]c3ccccc32)c(=O)n1C (stereo not given)	0.1%	0.8	87	6%	-0.1%	4%	0.0%	-2%	i	57	-13%
CCOCCCN1CN(Cc2ccco2)CNC1=S	2.0%	-0.9	46	3%	0.2%	10%	0.3%	2%	i	32	-6%
COc1cccc(-c2ncc3ccccc3c2COC(=O)c2cccc(Br)c2)c1	5.6%	2.3	44	/	0.2%	3%	/	/	i	29	-10%
CCCc1nn(C)c2c(=O)[nH]c(-c3cc(S(N)(=O)=O)ccc3OCC)nc12	1.2%	1.0	88	4%	0.1%[50 µM]	7%	-0.7%	6%	i	43	5%
Cc1cccc(C(=O)Nc2ccccc2N2CCN(c3ccc(F)cc3)CC2)c1	0.0%	1.1	83	7%	0.1%	1%	-0.9%	-2%	i	63	-6%
Cc1ccccc1NC(=S)N(C)C1(c2ccccc2Cl)CCCCC1=O (stereo not given)	1.5%	0.7	60	5%	1.6%	7%	-0.1%	0%	i	46	-1%
COc1ccc(C(=O)CN2CCN(S(=O)(=O)c3cccc([N+](=O)[O-])c3)CC2)cc1	1.0%	0.5	72	21%	0.2%	13%	-0.1%	-12%	i	58	0%
CC(NC(=O)c1sc2cc([N+](=O)[O-])ccc2c1Cl)C(C)(C)C (stereo not given)	6.6%	-0.1	52	2%	-0.1%	25%	-0.9%	-3%	i	52	14%
COc1ccc(C2C(C(=O)c3sc(C)nc3C)=C(O)C(=O)N2CCCn2ccnc2)cc1OC (stereo not given)	0.5%	-1.1	86	5%	0.6%	-1%	1.3%	-1%	i	29	-1%	Dengue-2 NS5 capping pilot replicate=2.7
O=C(COc1ccc(S(=O)(=O)N2CCCC2)cc1)NCc1ccccn1	2.2%	0.0	37	10%	0.8%	6%	-0.5%	1%	i	16	0%
O=C(CSc1cccc2cccnc12)NCc1ccco1	2.4%	0.7	52	11%	0.4%	2%	/	-4%	i	51	/
CCOCCn1c(-c2ccc(OC)cc2)nc2ccccc21	1.6%	-2.2	89	0%	0.1%	11%	-0.4%	8%	i	17	-1%
CCN(CC(=O)NCc1cccs1)S(=O)(=O)c1c(F)cccc1F	4.2%	-2.8	59	/	0.6%[50 µM]	3%	/	/	i	30	-1%
COc1cc(C(=O)OCC(=O)Nc2ccc(N3CCOCC3)cc2)ccc1OCC(C)C	-1.9%	-0.1	62	12%	1.2%[50 µM]	3%	/	3%	i	36	5%
CCCCCn1c(=O)[nH]c2c(c1=O)CCC2	1.6%	-1.6	83	10%	-1.1%	-1%	0.0%	21%	i	25	-1%
CC(C)Nc1nc(Cl)nc(Nc2ccccc2)n1	3.3%	0.6	68	53%	3.8%	13%	1.6%	-5%	i	35	-8%
Cc1ccc(C(=O)NCC(=O)Nc2ccncc2)cc1C	-0.9%	-0.3	31	6%	1.0%[50 µM]	6%	-1.5%	-2%	i	26	1%
Cc1ccc(/C=N/NC(=O)c2cc(-c3ccc(C)o3)[nH]n2)cc1	-1.4%	1.6	38	5%	0.2%	3%	-0.8%	2%	i	26	-14%
CCn1c(CN2CCCCCC2=O)nnc1SCc1cnc(-c2ccccc2)s1	0.5%	0.9	79	26%	-0.7%	-5%	0.0%	-1%	i	49	-6%
C1CCN(c2c3c(nc4nnnn24)CCCC3)CC1	0.8%	-0.6	42	5%	0.5%	9%	0.0%	5%	i	42	-2%
O=C(NS(=O)(=O)Nc1ccc(Cl)cc1)c1c[nH]c2ccccc12	3.4%	-0.1	49	15%	0.3%	7%	1.5%	-7%	i	14	4%
CCN1c2ccccc2-c2nc3ccccc3n2C1c1ccccn1 (stereo not given)	0.1%	0.0	34	8%	0.3%	8%	-0.3%	3%	i	14	6%
CCCCNC(=O)c1ccc(CNS(=O)(=O)c2ccc(Br)cc2)cc1	-0.7%	-0.8	50	10%	-0.4%	8%	-1.3%	4%	i	30	1%
Cc1cccc(NC(=O)c2c([N+](=O)[O-])cnn2C)c1	-0.2%	0.5	48	5%	0.1%	-1%	0.2%	-5%	i	61	-11%
CC(=O)c1c(COC(=O)c2ccc(C)cc2)nc2ccccc2[n+]1[O-]	4.0%	3.1	55	7%	/	/	-0.3%	-13%	i	29	/
Fc1ccc(-[n+]2nc(Nc3ccccc3)sc2-c2cccc(Cl)c2Cl)cc1	-0.2%	1.6	94	3%	3.8%	14%	-0.9%	6%	i	15	2%
CC(CNS(=O)(=O)c1ccc2c(c1)NC(=O)CCS2)c1ccccc1 (stereo not given)	-0.9%	1.1	55	3%	0.0%	9%	0.6%	-3%	i	6	-6%
CCN1CCN(c2ccc(Cl)cc2NC(=O)c2ccco2)CC1	-0.1%	-2.5	67	/	0.5%[50 µM]	9%	/	/	i	18	-2%
CN1CCN(C(=O)c2ccc3c(c2)N(Cc2cccc(Cl)c2)C(=O)c2ccccc2S3=O)CC1 (stereo not given)	-1.1%	-3.4	59	/	8.9%	7%	-0.9%	/	i	65	-2%

Overlap with the part before: 2 entries, followed by the next part.
SMILES	RSV antiviral HEp-2	NTR1 agonist	NTR1 agonist cell count 20 µM	SV40 large T antigen	UTI89 phage lysis	Rac1 GTP hydrolysis	West Nile virus CPE	PhoP inhibition	T cell HTS	T cell HTS vesicle-bound %	Dengue-2 NS5 capping	others
CCN1CCN(c2ccc(Cl)cc2NC(=O)c2ccco2)CC1	-0.1%	-2.5	67	/	0.5%[50 µM]	9%	/	/	i	18	-2%
CN1CCN(C(=O)c2ccc3c(c2)N(Cc2cccc(Cl)c2)C(=O)c2ccccc2S3=O)CC1 (stereo not given)	-1.1%	-3.4	59	/	8.9%	7%	-0.9%	/	i	65	-2%
Cc1ccc(C)c(C(=O)COC(=O)c2c(-c3ccccc3)noc2C)c1	/	2.3	45	/	0.2%[50 µM]	4%	/	/	/	/	4%
COc1cc(C2C(C(=O)c3ccco3)=C(O)C(=O)N2CCc2ccccc2)ccc1O (stereo not given)	3.2%	-0.3	60	7%	2.7%	4%	1.6%	-1%	i	65	-4%
COC(=O)c1cc(C#N)c(N2CCN(C)CC2)nc1C	0.7%	0.7	45	0%	-0.8%	8%	-0.2%	0%	i	67	-1%
O=C(Cc1ccccc1)NN1C(=O)C2C(C1=O)C1C=CC2C12CC2 (stereo not given)	0.9%	0.2	44	11%	5.8%	9%	-0.4%	-2%	i	53	-1%
COc1ccc(CCNC(=O)C(=O)NCC2OCCN2S(=O)(=O)c2ccc(OC)c(OC)c2)cc1 (stereo not given)	1.3%	-1.4	49	7%	0.2%	2%	-0.9%	/	i	31	-2%
CS(=O)(=O)c1cnc(-c2ccccc2)nc1Oc1ccc(F)cc1	1.2%	0.4	64	8%	0.0%	4%	0.6%	-4%	i	50	6%
COc1cccc(/C=N/NC(=O)c2ccccc2N(Cc2ccccc2)S(=O)(=O)c2ccccc2)c1OC	20%	-0.2	56	6%	-0.3%	-15%	/	0%	i	38	-6%
CCC(C)CCN1C(N(C)C)=NC[C@@H]1CC(C)C (stereo not given in full)	0.3%	-3.5	65	-8%	-0.1%	5%	/	/	i	26	-5%
O=C(CCc1ccccc1Cl)Nc1cccc(S(=O)(=O)N2CCCC2)c1	4.9%	1.9	66	14%	0.2%	6%	-0.2%	1%	i	55	1%
COc1ccc(N(CC(=O)NCCSC2CCCCC2)S(=O)(=O)c2ccccc2)cc1OC	0.1%	0.6	58	0%	-0.1%	10%	0.0%	1%	i	14	5%
Cc1nc(Nc2nc(CSc3ccc(Cl)cc3)cc(=O)[nH]2)nc2ccccc12	?	2.1	62	16%	2.6%	5%	-0.2%	0%	i	34	3%
CC1Cc2ccccc2N1S(=O)(=O)c1ccc(Cl)nc1 (stereo not given)	1.9%	0.4	63	6%	0.4%	7%	-0.9%	-2%	i	45	-6%
COc1cc2[nH]c(C(=O)N3CCc4ccccc4C3)cc2c(OC)c1OC	1.4%	0.1	46	6%	0.1%	-2%	1.0%	-10%	i	27	-5%
COc1cccc(C2C3=C(N=c4s/c(=C\c5cccc(O)c5)c(=O)n42)c2ccccc2CC3)c1OC (stereo not given)	-1.5%	24	81	15%	0.0%	8%	2.5%	2%	i	51	-2%
CNC(=O)c1c[nH]c2ccc(S(=O)(=O)Nc3cccc(SC)c3)cc2c1=O	4.1%	1.1	59	4%	-0.2%[50 µM]	2%	-0.3%	0%	i	13	-3%
CC(=O)c1cc2c(cc1N)OCO2	1.4%	-0.4	75	10%	0.3%	5%	0.7%	2%	i	56	-1%	Dengue-2 NS5 capping pilot replicate=1.8
COc1ccc(C(CNCC(O)COc2c(C)ccc(C)c2C)N(C)C)cc1 (stereo not given)	-0.2%	-0.8	77	7%	0.0%	?	-0.8%	3%	i	50	-11%
Cc1nc2c(C)cccc2c(SC(=N)N)c1CC=C(Cl)Cl	3.7%	1.6	66	6%	-0.2%	6%	-0.3%	2%	i	16	-7%
Cc1cc(N2C3CCC2CC(O)(c2ccc(F)cc2)C3)nc(-c2ccccc2)n1 (stereo not given)	11%	4.6	42	-2%	-0.5%[50 µM]	5%	0.1%	9%	i	25	-4%
COCc1cc(C)nc(N)c1C#N	-0.8%	0.5	60	-4%	-0.4%	-1%	0.1%	24%	i	24	-3%
CCOC(=O)C1C2C=CC3(CN(CCc4ccccc4)C(=O)C13)O2 (stereo not given)	0.3%	-0.9	87	1%	1.8%	12%	0.1%	11%	i	39	2%
CN(Cc1ccc(C(F)(F)F)cc1)C(=O)C1CC(=O)N(Cc2ccco2)C1 (stereo not given)	/	-1.9	58	/	0.1%[50 µM]	0%	/	/	i	28	-9%
Cc1c(OCC(=O)N[C@@H](CSCc2ccccc2)C(=O)O)ccc2c3c(c(=O)oc12)CCC3	/	2.1	89	/	0.4%	5%	0.0%	/	/	/	-10%

From PubChem BioAssay
